# Screening data deposited in PubChem by National Center for Advancing Translational Sciences (NCATS).
# HP1b binding inh = HTS for Inhibitors of HP1-beta Chromodomain Interactions with Methylated Histone Tails; Potency, µM (doses to about 114 µM), without a hit: at the highest dose activity change, negative = inhibition, usual class: inhibitors; Chromobox protein homolog 1 (Homo sapiens), P83916; AlphaScreen HP1-beta / biotin-H3K9me3 peptide binding; 0.56% of 390,000 active; further: potency means the concentration at half of the fitted maximal effect; nearly all actives have a fitted effect of over 70% in size; inactives centre near 23
#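 AlphaScreen: HP1-beta (50 nM) preformed 30 min with biotin-H3(1-18)K9me3 peptide (50 nM) in PBS pH 7.4, 0.01% Tween-20. Compound added for 30 min at RT, then streptavidin donor/nickel chelate acceptor beads (10 ug/mL) for 30 min.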
# BAZ2B inh = qHTS Assay for Inhibitors of BAZ2B | AlphaScreen BAZ2B-H3K14Ac peptide displacement | Bromodomain adjacent to zinc finger domain protein 2B (Homo sapiens), Q9UIF8 | Potency, µM (top dose mostly 114 µM), for inactives: at the highest dose activity change, negative = inhibition, hits mostly inhibitors | 4.4% of 360,000 active; further: potency means the concentration at half of the fitted maximal effect; on the % scale 0 is the no-effect control and ±100 the full control effect; nearly all actives have a fitted effect of over 60% in size
#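 Complex of BAZ2B and biotin-H3K14Ac (50 nM apiece) forms over 30 min at RT, then faces library compounds up to 110 uM for another 30 min; AlphaScreen beads added, 20 min dark incubation, luminescence read.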
# RGS4 inh = Inhibitors of Regulator of G Protein Signaling (RGS) 4: qHTS | Transcreener GDP fluorescence polarization, RGS4-accelerated GTP hydrolysis | Potency, µM (doses to about 114 µM), for inactives: at the top dose activity change, negative = inhibition, most hits filed as inhibitors | 0.039% of 390,000 active; further: potency means the concentration at half of the fitted maximal effect; on the % scale 0 is the no-effect control and ±100 the full control effect; nearly all actives have a fitted effect of over 75% in size; some results filed as inactive show a strong effect at the top dose
#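 MLSMR compounds (23 nl, pin-transferred) preincubated 10 min at room temperature with a 500nM (2x) first reagent, then RGS4 at 900nM (2x) plus Transcreener GDP mix added; fluorescence polarization (620/688 nm) read before and after 90 min at 30 °C.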
# G9a inh = qHTS Assay for Inhibitors of Histone Lysine Methyltransferase G9a; G9a H3K9 monomethylation, AlphaScreen, 2 h; Potency, µM (highest dose often 102 µM), for inactives: at the top dose activity, negative = inhibition, usual class: inhibitors; 8.8% of 350,000 active; AID 504332, 2011; further: potency means the concentration at half of the fitted maximal effect; on the % scale 0 is the no-effect control and ±100 the full control effect; nearly all actives have a fitted effect of over 75% in size
#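 Signal arises when biotinylated H3K9 peptide, once monomethylated, bridges streptavidin donor and antibody-captured acceptor beads. Enzyme at 20 nM was preincubated 15 min with test compounds; peptide 500 nM and SAM 20 uM then reacted for 2 h.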
# PI4K2A block = qHTS for small molecular inhibitors of PI4K2A. 0.13% of 420,000 active. activity change, negative = inhibition, % at 76.9 µM. Phosphatidylinositol 4-kinase type 2-alpha (Homo sapiens), Q9BTU6. purified PI4K2A, ADP-Glo luminescence, 1 h; stronger effect = lower value; in the data active means activity change below about -50%; inconclusive means mostly about -30% to -49%;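 further: -100% = wells without enzyme as full effect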
# Target sequence (Q9BTU6 whole entry, looked up): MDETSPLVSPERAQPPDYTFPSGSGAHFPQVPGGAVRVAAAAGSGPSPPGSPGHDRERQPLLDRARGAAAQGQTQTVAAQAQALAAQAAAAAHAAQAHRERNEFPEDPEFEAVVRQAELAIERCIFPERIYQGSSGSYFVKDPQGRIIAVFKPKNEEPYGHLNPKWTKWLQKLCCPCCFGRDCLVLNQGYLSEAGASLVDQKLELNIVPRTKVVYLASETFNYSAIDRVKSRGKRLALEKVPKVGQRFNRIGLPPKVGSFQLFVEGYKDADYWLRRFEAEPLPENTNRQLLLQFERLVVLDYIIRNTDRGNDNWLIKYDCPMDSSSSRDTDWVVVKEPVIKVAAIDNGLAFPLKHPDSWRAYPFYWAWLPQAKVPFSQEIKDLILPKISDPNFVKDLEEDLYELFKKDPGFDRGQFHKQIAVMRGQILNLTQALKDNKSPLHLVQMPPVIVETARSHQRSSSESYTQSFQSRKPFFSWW
#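 Compounds are screened against recombinant PI4K2A using PI as substrate and ATP, the latter dispensed at 300 microM. Reactions run one hour at ambient temperature before ADP-Glo detection; full inhibition defined by wells lacking enzyme.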
# JMJD2A Tudor = qHTS Assay for Inhibitors of JMJD2A-Tudor Domain. Lysine-specific demethylase 4A (Homo sapiens), O75164. Potency, µM (top dose mostly 114 µM), for inactives: at the top dose activity change, negative = inhibition, actives largely listed as inhibitors. 4.4% of 390,000 active. AlphaScreen JMJD2A-Tudor / H3K4me3 peptide binding. AID 504339, 2011; further: potency means the concentration at half of the fitted maximal effect; on the % scale 0 is the no-effect control and ±100 the full control effect; nearly all actives have a fitted effect of over 50% in size
# 12-LOX inh = Primary qHTS assay for inhibitors of human arachidonate 12S-lipoxygenase (ALOX12): Round 2; Polyunsaturated fatty acid lipoxygenase ALOX12 (Homo sapiens), P18054; purified 12hLO, xylenol orange hydroperoxide absorbance; Potency, µM (highest dose often 108 µM), inactives show at the highest dose activity change, negative = inhibition, usual class: inhibitors; 1.1% of 580,000 active; further: potency means the concentration at half of the fitted maximal effect; on the % scale 0 is the no-effect control and ±100 the full control effect
#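 Purified human 12hLO (150 nM final) in 25 mM Hepes, 0.01% Triton X-100, pH 7.0 was preincubated 15 min at room temperature with compound. Then 40 uM arachidonic acid was added, 30 min. Hydroperoxide was read by Fe-XO absorbance ratio 573/405 nm.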
# ERG Ets-DNA blk = qHTS for Small Molecule Inhibitors of the ERG Ets/DNA interaction | AID 624246, 2012 | Potency, µM (highest dose often 76.9 µM), inactives show at the highest dose FP activity, negative = inhibition, hits mostly inhibitors | 0.028% of 370,000 active | Transcriptional regulator ERG (Homo sapiens), P11308 | fluorescence polarization, His-ERG Ets domain / labelled DNA; active means well fitted inhibition curve with a large enough effect in the polarisation, with a control signal flat; inconclusive means small, poorly fitted or top-dose-only effect, or effect the other way, or a change in a side signal; inactive means no such curve, though single readings can be large or run the other way; the % refers to the polarisation;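 further: polarization taken with two DNA probes labelled with fluorescein and Texas red; potency means the concentration at half of the fitted maximal effect; % of control where 0% means no effect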
# Target sequence (P11308 whole entry, looked up, the tested form may be a part): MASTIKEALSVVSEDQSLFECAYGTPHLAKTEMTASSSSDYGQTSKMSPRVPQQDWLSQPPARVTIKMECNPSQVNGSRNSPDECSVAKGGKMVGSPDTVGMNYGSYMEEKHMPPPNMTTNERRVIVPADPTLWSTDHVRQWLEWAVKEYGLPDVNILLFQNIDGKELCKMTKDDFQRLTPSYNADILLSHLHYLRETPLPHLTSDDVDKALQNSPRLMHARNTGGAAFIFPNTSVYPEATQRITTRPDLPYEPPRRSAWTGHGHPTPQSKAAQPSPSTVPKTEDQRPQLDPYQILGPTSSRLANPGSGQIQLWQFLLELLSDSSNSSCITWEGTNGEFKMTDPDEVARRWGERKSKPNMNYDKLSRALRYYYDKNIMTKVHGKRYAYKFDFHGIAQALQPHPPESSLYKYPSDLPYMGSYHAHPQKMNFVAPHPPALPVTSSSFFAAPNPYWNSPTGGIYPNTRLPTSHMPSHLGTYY
#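 His-tagged ERG Ets domain (1 uM in the protein solution; 300mM KCl, 50mM Tris-HCl, 1mM EDTA, 1mM DTT, pH 7.5) received compound, then a probe mix of 5 nM fluorescein-DNA and 100nM Texas-615-DNA. Fluorescence polarization was read for both dyes.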
# GLS inhibitor = qHTS for Inhibitors of Glutaminase (GLS) | GLS enzymatic activity, qHTS titration | 0.21% of 410,000 active | AID 624170, 2012 | Potency, µM (doses to about 45.5 µM), inactives show top-dose activity change, negative = inhibition, actives largely listed as inhibitors | Glutaminase kidney isoform, mitochondrial (Homo sapiens), O94925; further: potency means the concentration at half of the fitted maximal effect; on the % scale 0 is the no-effect control and ±100 the full control effect
#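 hKGA; 45 mM KH2PO4 pH 8.2 + 0.02% Tween-20; cpd via pin tool; 1 mM Gln soln; GluOx/HRP/Amplex Red; RT 30 min; fluor. t0 & final.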
# The depositor's hits bear a star; ? = inconclusive; / = not tested or not shown; & = joins results of further samples; [ ] = remark or other dose. Unless noted, the call rests on the fitted dose curve; in most records, active means well fitted curve in the direction sought with a large enough effect; inconclusive means small, poorly fitted or top-dose-only effect, or another doubt; inactive means no such curve, though single readings can be large; an effect the other way counts as inactive or inconclusive. This is a subset; count on the stated rates, not on these rows.
Compound,HP1b binding inh,BAZ2B inh,RGS4 inh,G9a inh,PI4K2A block,JMJD2A Tudor,12-LOX inh,ERG Ets-DNA blk,GLS inhibitor
Cc1c(C(=O)O)nnn1-c1ccccc1,14%,?,-15%,-4%[2.33 µM],5,-18%,?,1%,4%
Cc1ccc(S(=O)(=O)Nc2c(NC3CCCCC3)c3ccccc3oc2=O)cc1C,13%[57 µM],0%,9%,/,-4,-13%,-7%,-5%,45%[activator]
CC1(C)Cc2nc(-c3ccccc3)nc(SCC(=O)N3CCCC3)c2CO1,25%,-10%,11%,-14%,-15,-13%,9%&0%,-1%,6%
O=C(OC1CCOC1=O)c1cccc(S(=O)(=O)N2CCc3ccccc3C2)c1 (stereo not drawn),13%,-20%,12%,?,5,-15%,0%,-1%,2%
CCOC(=O)c1c(C)[nH]c(CCC(=O)NCCCN2CCN(c3cccc(Cl)c3)CC2)c1C,2%[57 µM],?,-22%,1%[59 µM],2,?,?,-3%,-3%
COc1ccc(-c2noc(C3CCCN(C(=O)Nc4ccccc4F)C3)n2)cc1 (stereo not drawn),37%,1%,-7%,/,-2,-5%,2%,12%,-4%
COc1ccc(/C=N/NC(=O)CN2CCCCCCC2)c(C)c1C,?,56µM*,33%,8.9µM*,0,5µM*,?,0%,29%
CC(C)COc1ccc(N)cc1OCC(C)C,?,-32%,-54%,?,1,-5%[11.4 µM],2%,7%,?
CC1=C(C(=O)Nc2ccccc2)C(c2ccccc2Cl)n2ncc(C(=O)Nc3cccc(C)c3)c2N1 (stereo not drawn),1%,11%[57.1 µM],-9%,0%[59 µM],0,-23%,?,7%,9%
Cc1cccc(/C(N)=N/OC(=O)C23CC4CC(CC(C4)C2)C3)c1,60%[activator],43%[activator],37%,66%[activator],0,46%[activator],1%,-1%,5%
Oc1ccc(C[C@@H]2CNCCN2CCc2cccc(F)c2)cc1,11%,5%,14%,22%[2.33 µM],4,-24%,1%,3%,14%
Cc1cc(C)nc(SCSc2nc(C)cc(C)n2)n1,14%,7%,-3%,-16%[59 µM],1,-7%,7%[57.4 µM],/,9%
Cc1cc(N2Cc3ccccc3C2)ccc1C=O,-7%,-21%,-49%,50µM*,-9,-17%,35%[activator],5%,-11%
O=C(COC(=O)/C=C/c1ccco1)Nc1ccccc1,-2%,?,-12%,56µM*,-2,-23%,32%[activator],-8%,-5%
Nc1nonc1-n1nnc(C(=O)N/N=C\c2ccncc2)c1CN1CCCCC1,34%[activator],0%,-3%,?,-1,-14%,18%,-5%,-2%
Cc1cc(=O)oc2cc(NC(=O)c3ccnn3C)ccc12,40%[activator],-35%,14%,0%,-1,2%,/,-16%,-14%
COc1ccc(C(=O)NNC(=O)c2cccs2)cc1S(=O)(=O)N1CCOCC1,48%[activator],/,-17%,/,-1,13%,?,-7%,25%
NS(=O)(=O)c1ccc(NC(=O)CSc2nc3ccccc3c(=O)n2Cc2ccncc2)cc1,38%,/,-28%,/,2,-9%,8%,-1%,-1%
COc1ccc(/C(C)=N/NC(=O)c2nnn(-c3nonc3N)c2-c2cccs2)cc1,27%,0%,-8%,46%,1,-7%,-4%,8%,0%
COc1cccc(-n2ccnc2SCC(=O)Nc2nc3ccc(C)cc3s2)c1,41%[57 µM],38%,-43%,15%[59 µM],1,-19%,-11%,-2%,1%
CN(C)c1ccc(CNC(=O)C2CCN(S(=O)(=O)c3ccc4c(c3)CCC(=O)N4)CC2)cc1,13%,-8%,-39%,?,1,-29%,/,-6%,30%[activator]
CCCCCOc1ccc(C(=O)CCN2CCOCC2)cc1,45%[activator],2%,?,45µM*,35,-1%,?,22%,3%
CCOc1ccc2ccccc2c1C(=O)NCC(c1ccc(N(C)C)cc1)N(C)C (stereo not drawn),-4%,-27%[57.1 µM],5%,-14%,-1,-39%,-7%,-4%,4%
O=c1[nH]c(C(F)(F)C(F)(F)C(F)(F)F)no1,20%,/,-16%,/,-4,-14%,-15%,-1%,3%

# Random excerpt: 2 entries already listed
Compound,HP1b binding inh,BAZ2B inh,RGS4 inh,G9a inh,PI4K2A block,JMJD2A Tudor,12-LOX inh,ERG Ets-DNA blk,GLS inhibitor
O=c1[nH]c(C(F)(F)C(F)(F)C(F)(F)F)no1,20%,/,-16%,/,-4,-14%,-15%,-1%,3%
COc1ccc(/C(C)=N/NC(=O)c2nnn(-c3nonc3N)c2-c2cccs2)cc1,27%,0%,-8%,46%,1,-7%,-4%,8%,0%

# Given with the structure last: part of the list above
HP1b binding inh | BAZ2B inh | RGS4 inh | G9a inh | PI4K2A block | JMJD2A Tudor | 12-LOX inh | ERG Ets-DNA blk | GLS inhibitor | SMILES
-2% | ? | -12% | 56µM* | -2 | -23% | 32%[activator] | -8% | -5% | O=C(COC(=O)/C=C/c1ccco1)Nc1ccccc1
34%[activator] | 0% | -3% | ? | -1 | -14% | 18% | -5% | -2% | Nc1nonc1-n1nnc(C(=O)N/N=C\c2ccncc2)c1CN1CCCCC1
40%[activator] | -35% | 14% | 0% | -1 | 2% | / | -16% | -14% | Cc1cc(=O)oc2cc(NC(=O)c3ccnn3C)ccc12
48%[activator] | / | -17% | / | -1 | 13% | ? | -7% | 25% | COc1ccc(C(=O)NNC(=O)c2cccs2)cc1S(=O)(=O)N1CCOCC1
38% | / | -28% | / | 2 | -9% | 8% | -1% | -1% | NS(=O)(=O)c1ccc(NC(=O)CSc2nc3ccccc3c(=O)n2Cc2ccncc2)cc1
27% | 0% | -8% | 46% | 1 | -7% | -4% | 8% | 0% | COc1ccc(/C(C)=N/NC(=O)c2nnn(-c3nonc3N)c2-c2cccs2)cc1
41%[57 µM] | 38% | -43% | 15%[59 µM] | 1 | -19% | -11% | -2% | 1% | COc1cccc(-n2ccnc2SCC(=O)Nc2nc3ccc(C)cc3s2)c1
13% | -8% | -39% | ? | 1 | -29% | / | -6% | 30%[activator] | CN(C)c1ccc(CNC(=O)C2CCN(S(=O)(=O)c3ccc4c(c3)CCC(=O)N4)CC2)cc1
45%[activator] | 2% | ? | 45µM* | 35 | -1% | ? | 22% | 3% | CCCCCOc1ccc(C(=O)CCN2CCOCC2)cc1
-4% | -27%[57.1 µM] | 5% | -14% | -1 | -39% | -7% | -4% | 4% | CCOc1ccc2ccccc2c1C(=O)NCC(c1ccc(N(C)C)cc1)N(C)C (stereo not drawn)
20% | / | -16% | / | -4 | -14% | -15% | -1% | 3% | O=c1[nH]c(C(F)(F)C(F)(F)C(F)(F)F)no1
